# E-sel inducer – E-selectin induction on HUVECs; HUVEC E-selectin immunofluorescence imaging; normalized: neutral wells 0, TNF-alpha wells 100; activation, % at 7.58 µM; hit rate 0.37% among 260,000; P16581;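 active = mean E-selectin-positive cell signal at least 10% of the positive control, reached in at least 60% of replicates, without over 20% cell loss; inconclusive = no rule given, readout overlaps actives, possibly toxicity-flagged; inactive = the rest, including those meeting only one limit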;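 also: in these data hits start at about 27%; measured in HUVEC primary endothelial cells; signal is the percent of cells scored E-selectin positive by PE staining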
# Target sequence (P16581 whole entry, looked up): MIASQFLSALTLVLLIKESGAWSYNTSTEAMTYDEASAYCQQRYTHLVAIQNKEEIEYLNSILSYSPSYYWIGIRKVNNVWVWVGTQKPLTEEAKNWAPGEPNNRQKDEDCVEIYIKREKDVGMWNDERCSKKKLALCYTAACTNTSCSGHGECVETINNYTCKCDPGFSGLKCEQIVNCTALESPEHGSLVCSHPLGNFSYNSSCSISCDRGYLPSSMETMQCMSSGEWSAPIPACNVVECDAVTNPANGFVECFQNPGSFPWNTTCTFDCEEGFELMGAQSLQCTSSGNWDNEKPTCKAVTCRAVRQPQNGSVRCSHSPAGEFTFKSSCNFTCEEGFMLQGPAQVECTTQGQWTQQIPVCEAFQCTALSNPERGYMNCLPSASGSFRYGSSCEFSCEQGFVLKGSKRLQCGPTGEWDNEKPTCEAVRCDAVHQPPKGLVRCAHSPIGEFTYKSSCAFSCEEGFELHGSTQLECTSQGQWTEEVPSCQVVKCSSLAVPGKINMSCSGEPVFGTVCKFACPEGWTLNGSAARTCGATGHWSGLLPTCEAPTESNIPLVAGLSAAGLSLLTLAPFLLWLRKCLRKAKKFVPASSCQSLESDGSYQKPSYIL
#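 Material: HUVEC primary endothelial cells; Amount: 3,000 cells per well; Dosing: single concentration; Medium: EGM-2 growth medium on 0.1% gelatin-coated wells; Read-out basis: percent E-selectin-positive cells; Signal: immunofluorescence imaging; Control set: TNF-alpha, DMSO.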
# ERAP1 inh – blocks human ERAP1 aminopeptidase activity. hit rate 0.15% among 340,000. Q9NZ08. inhibition, % at 10.7 µM. recombinant ERAP1, Leu-AMC fluorescence, 60 min;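 active = mean replicate inhibition of at least 30%, or all replicates individually reaching that 30% level; inactive = mean below 30% and not every replicate reaching it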;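 also: 0% = neutral control wells and 100% = L-leucinethiol positive control wells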
# miR-122 sensor – inhibitors of miR-122 in Huh7 cells | Huh7 miR-122 Renilla luciferase sensor, 48 h; neutral wells = 0, positive control = 100 | activation (reporter increase), % at 12.5 µM | hit rate 0.3% among 340,000 | AID 602342;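 active = mean replicate activation score at least 90 and every replicate individually at or above 90; inconclusive = only one of the two criteria met; inactive = neither criterion met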;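 also: higher luciferase means less miR-122 activity so hits act as miR-122 inhibitors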
# PGC1a acetyl inh – modulators of PGC1a acetylation | U2OS PGC1a acetylation, AlphaScreen anti-acetyl-lysine; with virally co-expressed GCN5 acetyltransferase | inhibition, % at 15.6 µM | hit rate 0.17% among 350,000 | AID 651687;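 active = every replicate shows inhibition of at least 40%; inconclusive = mean inhibition at least 40% but some replicate below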;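 also: 0% = neutral control wells and 100% = positive control wells; some results beyond the cut were filed as inactive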
# PglD DTNB – inhibitors of Campylobacter jejuni PglD acetyltransferase | purified PglD enzyme, DTNB colorimetric CoA detection | inhibition, % at 12.5 µM | hit rate 0.098% among 360,000 | AID 602405; in the data active = inhibition above about 16%, passing the limit was not always enough; inconclusive = no clear call, values can overlap the other calls; also: strong numbers were not always called active
# RAD52 inh – RAD52 (human) annealing inhibition; P43351; recombinant RAD52 DNA annealing, FRET fluorescence; inhibition, % at 18.7 µM; hit rate 0.46% among 360,000; AID 651710;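 active = every replicate showing at least 50% inhibition; inconclusive = mean inhibition at least 50% but not in every replicate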
# Target sequence (P43351 whole entry, looked up): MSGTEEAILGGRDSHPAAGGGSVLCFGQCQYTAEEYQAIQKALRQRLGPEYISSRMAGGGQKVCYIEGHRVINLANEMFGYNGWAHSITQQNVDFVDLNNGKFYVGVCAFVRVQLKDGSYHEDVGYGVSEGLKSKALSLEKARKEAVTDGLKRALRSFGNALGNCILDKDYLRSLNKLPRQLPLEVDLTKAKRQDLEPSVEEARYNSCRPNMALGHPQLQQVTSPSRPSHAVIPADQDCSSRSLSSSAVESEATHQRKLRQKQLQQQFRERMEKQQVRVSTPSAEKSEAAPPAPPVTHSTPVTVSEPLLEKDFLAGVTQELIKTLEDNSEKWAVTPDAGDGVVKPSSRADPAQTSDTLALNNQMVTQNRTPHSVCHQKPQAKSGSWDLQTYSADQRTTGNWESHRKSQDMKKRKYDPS
# RAD54 inh – inhibitors of human RAD54 branch migration; AID 602329; hit rate 0.14% among 360,000; RAD54 Holliday junction branch migration, FAM/BHQ fluorescence; inhibition, % at 10.4 µM;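 active = mean normalized replicate activity at least 40 and at least half of replicates scoring 40 or more; inconclusive = only one of the two criteria met; inactive = mean below 40 and under half of replicates reaching 40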;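 also: 0% = median of neutral control wells and 100% = median of positive control wells; inhibitors cause a drop in the FAM fluorescence signal; in these data hits start at about 50%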
# Cneo AK release – Cryptococcus neoformans lysis via adenylate kinase release | C. neoformans lysis, adenylate kinase release luminescence, 4 h; normalised: neutral wells 0, clomiphene wells 100 | lysis activity, % at 15 µM | hit rate 0.2% among 360,000 | AID 651654;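 active = mean lysis activity across replicates of at least 80%, whatever share of replicates individually reach that level; inactive = mean lysis activity below 80%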
#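 Signal: Adenylate kinase release luminescence | Assay system: Log-phase Cryptococcus neoformans yeast cells | Input: Cells at 5 × 10^6 per mL | Buffer or medium: Fresh YPD growth medium | Compound: Single dose | Schedule: Static 4 h at 37 °C with compound, 1 h detection | Controls: Clomiphene | Read-out: Luminescence rise reflecting yeast cell lysis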
# An asterisk follows results filed as active; ? = inconclusive; / = no result given; [ ] = remark or other dose. Outcome played no part in choosing rows; about 1.4% have a hit in one of these screens.
Molecule,E-sel inducer,ERAP1 inh,miR-122 sensor,PGC1a acetyl inh,PglD DTNB,RAD52 inh,RAD54 inh,Cneo AK release
CCc1nc2c(OCc3ccc(OC(F)F)cc3)cccn2c1N(C)C(=O)c1ccco1,-0.5,-2,17,-16,1,-76,-6,0
O=C(Nc1cc(C(F)(F)F)ccc1N1CCOCC1)c1ccccc1,-0.8,/,4,-63,9,/,2,-2
CN1C(=O)C(O)(CC(=O)/C=C/c2ccco2)c2cc(Br)ccc21 (stereo not given),/,6,14,2,11,-29,1,0
COc1ccc(S(=O)(=O)N2CC(C)N(C(=O)N(C)C)C2C(C)C)cc1 (stereo not given),0.8,2,-1,/,-5,-3,-10,4
CCCNC(=S)N1CCN(c2nc(C)nc3sc4c(c23)CCCC4)CC1,/,2,-2,-4,0,-17,0,29
CC1(C)CC(=O)c2cc(C(=O)NC3CCSC3=O)c(=O)n(-c3ccccc3)c2C1 (stereo not given),/,/,12,/,-7,/,-7,1
COc1ccc(NC(=O)N(C)C[C@@H]2OCCCC[C@@H](C)Oc3ccc(NC(=O)Nc4ccc5c(c4)OCO5)cc3C(=O)N([C@@H](C)CO)C[C@H]2C)cc1,0.3,1,0[16.7 µM],13,0,5,-22,88*
Cc1ccc(CN2CCN(Cc3ccc4c(c3)OCCO4)CC2CCO)cc1 (stereo not given),15,3,/,-2,/,-14,/,/
COc1ccc(-n2c(N)c(C(=O)NCC3CCCO3)sc2=S)cc1 (stereo not given),/,/,2,4,4,/,4,-11
C/C(Cl)=C\Cn1c(NCCc2ccccc2)nc2c1c(=O)n(C)c(=O)n2C,/,-1,-2,14,-3,-2,-3,0
COc1ccccc1-n1nnnc1SCC(=O)N(C)C1CCS(=O)(=O)C1 (stereo not given),?,4,/,/,12,10,-10,-1
c1ccc2sc(Nc3nc4cc5c(cc4s3)OCO5)nc2c1,/,/,5,-10,-1,/,-1,-2
O=C(NC(=S)N1CCc2ccccc21)c1ccccc1Cl,/,-9,8,1,-2,-40,1,4
COc1ccc(Cl)cc1NC(=S)NC(=O)c1ccc2c(c1)OCO2,0.1,-1,-4,/,5,-6,-4,0
COc1ccc(-c2cc3c(=O)n(CC(=O)NCc4cccnc4)nc(C)n3n2)cc1,/,-2,0,7,0,-11,1,0
N#CC1(NC(=O)COC(=O)/C=C/c2ccc3ccccc3n2)CCCCC1,-0.7,3,-1,/,-1,-17,8,1
CC1=C(C(=O)N2CCOCC2)CC(CC(=O)NCc2cccc3ccccc23)C(=O)N1Cc1ccccc1 (stereo not given),0.1,0,0,-1,/,-13,/,/
COc1ccc(C2C(C(=O)O)c3ccccc3C(=O)N2C)cc1Br (stereo not given),/,/,0,-30,-1,/,-7,1
C=CCn1cccc(C(=O)Nc2ccc(C)c(Cl)c2)c1=O,2.1,1,0,6,2,-5,9,2
C[C@@H]1CCCCO[C@@H](CN(C)C(=O)CCC(F)(F)F)[C@H](C)CN([C@@H](C)CO)C(=O)c2cc(NS(=O)(=O)c3cn(C)cn3)ccc2O1,0.0,-2,11[16.7 µM],5,1,2,-3,-2
Cc1cc(C(=O)Nc2cccc3c2O[C@@H](CN(C)C(=O)Nc2c(C)noc2C)[C@H](C)CN([C@@H](C)CO)C3=O)n(C)n1,-0.1,2,-2[16.7 µM],5,0,9,-1,-4
CC(=O)c1sc(Nc2ccccn2)nc1C,/,/,-4,-6,2,/,-2,1
O=C1CC(c2ccc(O)c(O)c2)Oc2cc(O)cc(O)c21 (stereo not given),/,3,0,19,-4,-7,-5,0
Cc1cc(C)n(-c2ncc(-c3ccccc3)nn2)n1,/,1,/,/,2,-2,6,-3
O=S(=O)(c1ccc2nc(Cc3ccccc3)[nH]c2c1)N1CCOCC1,/,/,-3,7,1,/,-2,0
O=C(CC(=O)c1cccnc1)c1ccccc1,0.3,6,-5,-14,-3,4,-10,2
Cc1cc(Cl)ccc1NNC(=O)c1snnc1C,0.2,/,0,7,/,-18,/,/
CCN(C[C@@H]1N[C@H](CO)[C@@H]1c1ccc(C2=CCCC2)cc1)C(=O)c1ccccc1,0.0,/,-12[16.7 µM],-38,3,12,3,4
Cc1occc(=O)c1OCc1ccc(Cl)cc1Cl,0.1,5,-5,/,-5,-10,10,-1
C[C@@H]1CCCCO[C@H](CN(C)CC2CCCCC2)[C@@H](C)CN([C@H](C)CO)C(=O)c2cc(NS(=O)(=O)c3ccc(F)cc3)ccc2O1,-0.1,-1,-5[16.7 µM],2,-2,20,16,3

# Further compounds
Molecule,E-sel inducer,ERAP1 inh,miR-122 sensor,PGC1a acetyl inh,PglD DTNB,RAD52 inh,RAD54 inh,Cneo AK release
COc1ccc(-c2cc(-c3ccccc3)nc(SC(C)C(=O)O)c2C#N)cc1 (stereo not given),-0.2,-34,3,20,3,-20,-2,-1
COc1ccccc1CNC(=O)C[C@H]1C=C[C@@H](NC(=O)CN(C)C)[C@@H](CO)O1,0.2,-2,/,2,0,1,1,45
Cc1ccc(OCCNC(=O)c2cccc(C)c2)cc1,/,-4,-5,-2,-5,1,-3,2
CCCCN(C1CCS(=O)(=O)C1)S(=O)(=O)c1cccs1 (stereo not given),-0.1,-5,/,/,5,-5,-10,-2
NS(=O)(=O)c1cccc(NC(=O)Nc2ccc(Cl)cc2)c1,0.5,-5,-1,-4,1,-11,-6,-3
CCN(C(=O)COC(=O)C(C)(C)Oc1ccc(Cl)cc1)c1c(N)n(Cc2ccccc2)c(=O)[nH]c1=O,-0.2,-1,/,/,-2,-3,9,-1
COCCN(C(=O)CN1CCCc2ccccc21)c1c(N)n(Cc2ccccc2)c(=O)[nH]c1=O,/,/,-1,4,-1,/,-58,0
CC1(C(=O)Nc2cccc3c2CCCC3)CCN1C(=O)C1(c2ccccc2)CC1 (stereo not given),0.3,0,-1,-16,3,-4,0,2
Cc1ccc(NC(=O)c2ccc3c(c2)CCN3S(C)(=O)=O)cc1C,0.1,1,4,-1,-2,-4,3,-5
O=C(Nc1cccnc1)c1ccc(Cl)c(S(=O)(=O)N2CCOCC2)c1,0.0,-2,2,-1,-1,-7,3,-3
CCNS(=O)(=O)c1cc(OC)ccc1OC,/,/,17,/,-1,/,6,0
c1ccc(NNC2=NCCCCC2)cc1,/,1,11,-1,1,-9,-6,17
Cc1ccc(S(=O)(=O)c2nc(-c3ccccc3)oc2NCCN2CCOCC2)cc1,/,/,-3,0,3,/,-3,-2
CCCN(C)C[C@H]1Oc2cc(-c3ccc(OC)cc3)ccc2S(=O)(=O)N([C@H](C)CO)C[C@H]1C,0.6,-1,45[16.7 µM],-12,-49,-2,1,18
O=C(O)/C=C/c1cccc(NC(=O)Nc2ccc([N+](=O)[O-])cc2)c1,0.2,-201,-1,6,2,-10,5,-8
COc1ccccc1N=CC1=C(O)CC(c2ccccc2)CC1=O (stereo not given),/,1,/,/,1,-57,-30,2
COc1cc(C=Nc2c(C)cc(C)cc2C)ccc1OC(C)=O,-1.4,0,-3,8,1,-14,-2,-4
CC1=CC(C)(C)N(C(=O)CSc2nnc(N)s2)c2cc(C)c(C)cc21,/,/,-13,3,-2,/,-2,0
COc1cc2ccccc2cc1C(=O)N1CCCCC1,-0.2,0,-6,2,-3,-6,-1,-2
COCCNCCCCOc1ccccc1-c1ccccc1,/,/,-1,/,0,/,8,3
Cc1noc(C)c1NC(=O)N(C)C[C@@H]1Oc2ccc(NC(=O)Nc3ccc(F)cc3)cc2CC(=O)N([C@H](C)CO)C[C@@H]1C,0.0,-1,4[16.7 µM],0,-1,-9,-4,3
CN(Cc1cccc(F)c1)C(=O)C(c1ccccc1)c1ccccc1,0.2,-1,-4,-4,-1,-10,-18,0
CN(C)CCCNC(=O)C[C@H]1C[C@H](C(=O)N2CCCCC2)[C@@]2(CCc3ccccc3)c3[nH]c4ccc(Cl)cc4c3CCN2C1=O,/,2,-6,5,-1,18,-2,8
O=C1ON=C(c2ccccc2)/C1=C/c1cccnc1,2.9,-2,-1,-33,/,3,/,/
NC(=O)c1ccc(NC(=O)COC(=O)C23CC4CC(CC(C4)C2)C3)cc1,-0.4,-1,-2,17,-1,-2,-5,1
CCN1C(=O)[C@H]2[C@@H](c3ccc(-c4ccc(Cl)c(Cl)c4)c(OC)c3)N[C@@](Cc3ccccc3)(C(=O)OC)[C@H]2C1=O,0.0,-2,-2,4,-3,-60,-22,-1
COC(=O)C(CC(C)C)NC(=O)CNC(=O)c1ccccc1C (stereo not given),/,/,-1,2,8,/,3,1
O=C(NCC1CCN(Cc2ccccc2Cl)CC1)Nc1ccccc1F,0.0,-5,14,-13,7,-18,-3,1
Nc1ccc(Oc2ccc3nc(-c4ccccc4)c(-c4ccc([N+](=O)[O-])cc4)nc3c2)cc1,/,/,2,11,-1,/,-13,-4
CC1Nc2ncnc(N3CCN(c4ccccc4)CC3)c2N(Cc2ccc(Br)cc2)C1=O (stereo not given),0.0,/,-2,8,-7,-27,-5,-1

# Some of the entries above in a different format:
canonical_smiles: COc1ccc(-c2cc(-c3ccccc3)nc(SC(C)C(=O)O)c2C#N)cc1 (stereo not given)
  E-sel inducer: -0.2
  ERAP1 inh: -34
  miR-122 sensor: 3
  PGC1a acetyl inh: 20
  PglD DTNB: 3
  RAD52 inh: -20
  RAD54 inh: -2
  Cneo AK release: -1
canonical_smiles: COc1ccccc1CNC(=O)C[C@H]1C=C[C@@H](NC(=O)CN(C)C)[C@@H](CO)O1
  E-sel inducer: 0.2
  ERAP1 inh: -2
  miR-122 sensor: /
  PGC1a acetyl inh: 2
  PglD DTNB: 0
  RAD52 inh: 1
  RAD54 inh: 1
  Cneo AK release: 45

# (further entries)
Molecule,E-sel inducer,ERAP1 inh,miR-122 sensor,PGC1a acetyl inh,PglD DTNB,RAD52 inh,RAD54 inh,Cneo AK release
COc1ccc2nc(SC)c(C#N)cc2c1,0.1,1,1,6,3,-13,-2,0
O=S(=O)(c1ccccc1F)N1CC[C@@H]2[C@H]1c1cc(-c3ccc(F)cc3)ccc1N[C@@H]2CO,-0.7,1,-8[16.7 µM],-3,1,-10,5,-1
CN(C)S(=O)(=O)c1ccc(S(=O)(=O)NC2CCOC(C)(C)C2)cc1 (stereo not given),/,/,8,4,-5,/,0,3
CCOc1ccc(C(=O)C(c2ccccc2)N2CCOCC2)cc1 (stereo not given),/,/,3,-7,/,/,-5,0
O=C(NC1CCS(=O)(=O)C1)c1cccc(S(=O)(=O)N2CCOCC2)c1 (stereo not given),/,/,2,8,-4,/,-9,1
Nc1ccc(Br)cc1C(NCC(=O)O)c1ccccc1 (stereo not given),/,2,-4,1,-5,-10,2,6
CC(C)(C)C(=O)O/N=C(\N)c1ccc(-c2csnn2)cc1,-0.1,2,-3,7,6,-19,-4,1
CC(O)(c1ccccc1)c1nc(-c2ccc(S(C)(=O)=O)cc2)cs1 (stereo not given),0.4,-4,10,-2,-3,-9,0,0
CC(=O)Nc1ccc(C)cc1,/,0,-6,0,0,-1,-4,-1
CC(SCC(=O)Nc1ccccc1)c1nc2ccccc2c(=O)[nH]1 (stereo not given),0.1,1,2,-6,8,-18,12,0
O=C(COC(=O)C1CCC(=O)N1)Nc1ccc(Oc2ccccc2)cc1 (stereo not given),/,4,-14,0,-2,-12,-5,-14

# Compound activity (PubChem BioAssay)
